# Compound activity from PubChem BioAssay.
# HIF activator = HIF pathway transcriptional activation; U2OS HRE-luciferase reporter, luminescence; normalized: DMSO 0%, desferrioxamine 100%; activation, % at 7.5 µM (by protocol); 0.32% of 300,000 active; AID 1910;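 active means mean activation of at least 10% of the iron chelator positive control signal, with at least half of replicates also reaching 10%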
# MrgX1 PAM = human MrgX1 positive allosteric modulation, primary screen | Q96LB2 | MrgX1-HEK293, Fluo-4 calcium flux, FDSS; hits give high values | B-score at 10 µM | 0.63% of 310,000 active | AID 588675;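 active means plate-corrected calcium response at least 3 library SD above typical, normal starting fluorescence, not activating the receptor alone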;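 further: compound read alongside a low EC10 to EC30 dose of BAM8-22 agonist; peak minus trough fluorescence over baseline measured at the second addition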
# SKKanGAS inh = blocks kanamycin growth of S. pyogenes SKKanGAS strain. inhibition, % at 7.5 µM. BacTiter-Glo, 6 h. 1.3% of 300,000 active;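 active means mean replicate score, as percent of positive control median, at least 50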;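 further: strain carries kanamycin resistance gene driven by streptokinase promoter and grows in 40 µg/ml kanamycin; loss of luminescence reflects streptokinase promoter inhibition or plain growth inhibition; 0% = median of DMSO wells and 100% = positive control at its reference dose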
# MrgX1 ag = human MrgX1 receptor agonism, primary screen. Q96LB2. MrgX1-HEK293 cells, Fluo-4 calcium fluorescence, agonist mode; hits give high values. B-score at 10 µM. 0.44% of 310,000 active;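 active means calcium response B-score plate-corrected fluorescence ratio at least 3 library SD, with starting fluorescence B-score inside 5 SD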
#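 Material – MrgX1-expressing HEK293 cells · Input – 15,000 cells seeded per well · Dosing – compound as first of three additions · Times – overnight seeding, then 1 h dark dye loading · Measured by – kinetic Fluo-4 NW fluorescence of intracellular calcium · Read-out – B-scored fluorescence response ratio · Benchmarks – positive and negative control wells on each plate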
# MrgX1 antag = blocks BAM8-22 activation of human MrgX1 receptor; MRGX1-HEK293 calcium flux, Fluo-4, BAM8-22 antagonism; hits give low values; B-score at 10 µM; 1.3% of 310,000 active; AID 588676;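 active means calcium-response B-score plate-corrected more than 3 library SD below zero, starting fluorescence within 5 deviations, no agonist response on first addition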;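 further: peak minus trough fluorescence over baseline after final BAM8-22 challenge near maximal dose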
# Platelet DG rel = modulates dense granule release in human platelets; AID 1663; human platelet-rich plasma, SFLLRN dense granule ATP release, luminescence; inhibition, %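 (compounds screened at 7.5 µM in platelet-rich plasma)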; 0.22% of 300,000 active;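 active means mean replicate score, as percent of positive control, at or above 50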
# TRPC6 inh = blocks the mouse TRPC6 cation channel. HEK293-TRPC6, membrane potential dye, ACh-evoked depolarization; hits give low values. B-score at 10 µM. 1.1% of 310,000 active. AID 2553;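 active means B-score under library mean minus 3 SD, initial fluorescence not abnormally high, positive integrated signal ratio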;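 further: B-score derived from integrated fluorescence ratio over the kinetic read; more negative B-score means stronger inhibition of depolarization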
# Target sequence (Q61143 whole entry, looked up): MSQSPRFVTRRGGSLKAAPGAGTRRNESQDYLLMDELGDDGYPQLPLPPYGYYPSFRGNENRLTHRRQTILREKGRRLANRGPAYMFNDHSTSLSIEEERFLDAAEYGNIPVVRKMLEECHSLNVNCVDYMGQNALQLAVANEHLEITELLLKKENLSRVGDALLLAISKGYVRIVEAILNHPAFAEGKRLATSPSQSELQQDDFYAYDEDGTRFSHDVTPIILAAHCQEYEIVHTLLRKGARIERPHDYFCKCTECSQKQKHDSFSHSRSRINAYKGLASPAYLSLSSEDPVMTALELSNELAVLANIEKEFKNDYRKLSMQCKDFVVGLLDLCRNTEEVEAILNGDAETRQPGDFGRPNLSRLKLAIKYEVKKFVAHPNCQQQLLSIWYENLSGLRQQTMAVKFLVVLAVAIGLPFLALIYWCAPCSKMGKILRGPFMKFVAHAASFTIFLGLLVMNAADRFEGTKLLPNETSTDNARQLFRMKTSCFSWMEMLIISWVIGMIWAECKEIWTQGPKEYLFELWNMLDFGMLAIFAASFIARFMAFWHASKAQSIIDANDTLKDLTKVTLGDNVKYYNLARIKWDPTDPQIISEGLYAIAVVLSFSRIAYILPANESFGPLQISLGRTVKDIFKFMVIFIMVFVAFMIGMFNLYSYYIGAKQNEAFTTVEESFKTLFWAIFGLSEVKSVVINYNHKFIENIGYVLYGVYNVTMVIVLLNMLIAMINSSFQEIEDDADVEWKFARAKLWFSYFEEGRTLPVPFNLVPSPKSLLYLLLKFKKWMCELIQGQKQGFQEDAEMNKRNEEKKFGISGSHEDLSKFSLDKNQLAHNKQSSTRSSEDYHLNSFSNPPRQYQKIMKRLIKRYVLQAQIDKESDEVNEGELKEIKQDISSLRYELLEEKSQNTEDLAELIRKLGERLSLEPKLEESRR
# RGS4 block = human RGS4 inhibition; 0.45% of 310,000 active; P49798; B-score at 10 µM; HEK293 M3R/RGS4 inducible, Fluo-4 calcium flux; hits give high values; triggered by carbachol at its EC20;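 active means B-score, a plate-corrected calcium signal, over three deviations above library mean, with baseline fluorescence within five deviations of library mean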;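 further: RGS4 expression induced by doxycycline in cells with stable M3 receptor; B-score is computed from the integrated fluorescence ratio over baseline after carbachol; higher B-score means a larger calcium signal and so more RGS4 inhibition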
# TRPC4 inh = blocks the mouse TRPC4 cation channel; 0.39% of 300,000 active; B-score at 10 µM; AID 2247; HEK293 TRPC4beta/mu-opioid, DAMGO-evoked Fluo4 calcium flux; hits give low values; Q9QUQ5;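 active means B-score over 3 SD under the library average, no early fluorescence shift, positive overall ratio signal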
#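 System: stable TRPC4beta/mu-opioid receptor HEK293 cells; Dosing: single-point compound dosing; Measured by: Fluo4 Ca2+ flux fluorescence; Read-out basis: per-well B score of integrated baseline-normalized Fluo4 ratio.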
# RGS4 pot = RGS4 potentiation or activation; HEK293 M3R/inducible RGS4, carbachol calcium flux Fluo4; hits give low values; B-score at 10 µM; 0.92% of 310,000 active;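 active means B-score of the integrated calcium signal more than 4 SD below the library mean, with starting fluorescence not abnormally high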;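 further: negative B-score means reduced calcium response which marks RGS4 activation or potentiation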
#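 test system = HEK293 cells with stable M3R and inducible RGS4 | schedule = recording 10 s baseline at 1 Hz, 100 s post-agonist | technique = Fluo4-AM (2 µM) calcium-flux fluorescence, kinetic read | measure = Agonist-evoked peak-minus-minimum fluorescence over baseline, integrated ratio, B score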
# TRPC6 activator = activators of mouse TRPC6 channel; B-score at 10 µM; 0.13% of 310,000 active; Q61143; HEK293-TRPC6 membrane potential dye fluorescence; hits give high values; AID 2550;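 active means B-score of the integrated fluorescence ratio above library mean plus 3 SD, and starting fluorescence ratio within library mean plus 5 SD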;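 further: higher score means more depolarization so channel activation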
# The depositor's hits bear a star; i = inactive; x = no result given.
SMILES,HIF activator,MrgX1 PAM,SKKanGAS inh,MrgX1 ag,MrgX1 antag,Platelet DG rel,TRPC6 inh,RGS4 block,TRPC4 inh,RGS4 pot,TRPC6 activator
O=c1c2ccc([N+](=O)[O-])cc2ncn1CCOc1cccc(Br)c1,0.1,i,1.6,i,i,2.0,i,i,i,i,i
CCN1CCN(c2ccc(S(=O)(=O)N3CCOCC3)cc2NC(=O)c2ccccc2SC)CC1,0.5,i,-2.4,i,i,-6.6,i,i,i,i,i
CCS(=O)(=O)Nc1ccc(C2=NN(S(C)(=O)=O)C(c3cccs3)C2)cc1 (centres undefined),0.5,i,0.2,i,i,-24.4,i,i,i,i,i
CN1CCN(C(=O)Nc2cccc3ccccc23)CC1,-0.1,i,x,i,i,-4.0,i,i,i,i,i
CC(=O)N1CCN(S(=O)(=O)c2ccc(C)cc2)C1C(C)C (centres undefined),0.0,i,2.9,i,i,1.4,i,i,i,i,i
C=CCN(c1ccc(C(=O)NC(C)C)cc1)S(C)(=O)=O,-0.1,i,4.3,i,i,12.4,i,i,i,i,i
CN(C)c1ccc(C(=O)NCc2ccc3c(c2)OCO3)cc1,0.6,i,-4.1,i,i,-18.9,i,i,i,i,i
O=C(CN1C(=O)c2ccccc2C1=O)N1CCN(c2nnc(-c3ccccc3)c3ccccc23)CC1,0.3,i,3.4,i,i,-0.7,i,i,i,i,i
Cc1[nH]c2ccccc2c1[C@H]1[C@@H](CC#N)C1(C)C,-0.3,i,-8.8,i,i,-11.5,i,i,i,i,i
CCCCc1nc(NCCO)c(C#N)c2c1CCCC2,0.1,i,-1.7,i,i,8.8,i,i,i,i,i
CC(C)(CN1CCc2ccccc2C1)NS(=O)(=O)c1ccccc1,-0.2,i,-2.4,i,i,-1.9,i,i,i,i,i
O=C(NC(=S)Nc1cccnc1)c1cccc(Br)c1,1.9,i,-0.3,i,i,-2.1,i,i,i,i,i
Cc1ccc(C(C)(C)C)cc1S(=O)(=O)N1CC(=O)Nc2ccccc21,0.0,i,-0.8,i,i,-20.6,i,i,i,i,i
O=C(CCC(=O)Nc1ccccc1Cl)NNC(=O)c1ccccc1[N+](=O)[O-],0.5,i,-19.8,i,i,-0.8,i,i,i,i,i
Cc1cc(C)nc(N2CCCC(C(=O)Nc3nnc(C(C)C)s3)C2)n1 (centres undefined),-0.1,x,-1.4,x,x,2.9,i,i,i,i,i
Cc1cc(C(=O)N/N=C/c2c(CO)cnc(C)c2O)c2ccccc2n1,-0.1,i,9.4,i,i,-1.7,i,i,i,i,i
COc1ccc(NC2CCCN(C(=O)c3cccc(N(C)C)c3)C2)cc1 (centres undefined),-2.2,x,-2.5,x,x,-7.9,i,i,i,i,i
Cc1ccc(C)c(N2N=C(C(=O)Nc3nccs3)CCC2=O)c1,-0.4,i,2.9,i,i,4.2,i,i,i,i,i
O=C(COc1ccc(Cl)cc1)Nc1ccc(C(=O)O)cc1NC(=O)COc1ccc(Cl)cc1,-0.1,i,2.0,i,i,17.6,i,i,-6*,i,i
CC1CC(C)(C)NC(=S)N1CC(=O)NCc1ccccc1Cl (centres undefined),-0.6,i,-4.9,i,i,7.5,i,i,i,i,i
CC(=O)Nc1ccc(S(=O)(=O)N(C)CC(=O)OCC(=O)N(C)C2CCS(=O)(=O)C2)cc1 (centres undefined),-20.5,i,0.3,i,i,-3.4,i,i,i,i,i
O=C(NC(=S)Nc1ccc2c(c1)OCO2)c1ccc(Cl)cc1,4.4,i,0.7,i,i,-0.1,i,i,i,i,i
O=C(NCc1nc(-c2ccccc2)no1)c1cccs1,0.3,i,0.4,i,i,11.9,i,i,i,i,i
Fc1ccc(N2CCN(c3ccc4c(C(F)(F)F)cc(C(F)(F)F)nc4n3)CC2)cc1,0.7,i,3.2,i,i,0.0,i,i,i,i,i
C/C(=N\N1CCN(C2c3ccccc3-c3ccccc32)CC1)c1cccnc1,0.1,i,-5.6,i,i,-3.1,i,i,i,i,i
C/C(=N\NC(=O)c1c(Cl)c(C)nn1C)c1cccc(NC(=O)COc2ccc(Cl)cc2)c1,-0.2,i,16.5,i,i,6.7,i,i,i,i,i
CC1=CC(c2ccccc2)NC(=S)N1 (centres undefined),-0.3,i,-1.7,i,i,0.1,i,i,i,i,i
COc1ccc(NC(=O)CCS(=O)(=O)c2ccc3nc(C)sc3c2)cc1OC,-0.1,i,-4.1,i,i,74.4*,i,i,i,i,i
O=C(NNC(=O)c1cccnc1)Nc1cccc2ccccc12,0.3,i,-0.2,i,i,-6.4,i,i,i,i,i
C/C(=N\NC(=O)c1ccc(N2CCCC2=O)cc1)c1ccncc1,-0.3,i,-0.7,i,i,6.9,i,i,i,i,i
CCOC(=O)[C@@H]1[C@H]2COc3ccc(Br)cc3[C@@H]2N2C(=O)N(c3cccc(F)c3)C(=O)[C@@]12C,-1.4,i,1.0,i,i,-2.6,i,i,i,i,i
C/C(=N\NC(=O)CCC(=O)O)c1c(-c2ccccc2)c2cc(Br)ccc2[nH]c1=O,0.0,i,-5.2,i,i,0.8,i,i,i,i,i
CCN1C(=O)[C@H]2[C@@H](c3ccc(SC4CCCCC4)cc3)N[C@@](CC(C)C)(C(=O)OC)[C@H]2C1=O,0.1,i,23.9,i,i,1.1,i,i,i,i,i
CCn1nc(NS(=O)(=O)c2ccccc2[N+](=O)[O-])c2cc3cccc(C)c3nc21,0.3,i,23.1,i,i,-3.0,i,i,i,i,i
Cc1ccc2nc(-c3cccc(S(=O)(=O)N(C)C)c3)cn2c1,2.0,i,-6.0,i,i,8.6,i,i,i,i,i
O=C(O)CCCNS(=O)(=O)c1ccc(Br)s1,-0.2,i,-2.5,i,i,0.7,i,i,i,i,i
CC1(OC(=O)CCc2ccccc2)C(=O)C=C2C=C(c3ccsc3)OC=C2C1=O (centres undefined),-0.2,i,14.8,i,i,4.0,i,i,i,i,i
COc1ccc(/C=C/C(=O)Nc2cc(F)ccc2C)cc1S(=O)(=O)N1CCOCC1,-0.1,i,-10.8,i,i,1.9,i,i,i,i,i
COc1ccc(C(=O)NCCc2nnc3ccc(SCC(=O)Nc4ccccc4F)nn23)cc1,-0.7,i,-2.5,i,i,-2.4,i,i,i,i,i
Cc1nn(S(=O)(=O)c2ccc(F)cc2)c(C)c1S(=O)(=O)N1CCCCC1,0.0,i,3.0,i,i,5.5,i,i,i,i,i
CCCCn1c(SCC(=O)c2ccc(O)cc2O)nc2cc(S(N)(=O)=O)ccc21,-2.7,i,8.5,i,i,-1.1,i,i,i,i,i
Cc1ccccc1Cn1cc(NC(=O)c2nc3ncccn3n2)cn1,2.0,i,-1.3,i,i,-2.4,i,i,i,i,i
CCC(C)NC(=O)COC(=O)Cc1sc(N)nc1-c1ccc(C)cc1 (centres undefined),-0.4,i,2.5,i,i,0.1,i,i,i,i,i
O=C(Nc1ccc(S(=O)(=O)NCc2ccco2)cc1)C1CCCCC1,-0.6,i,-15.2,i,i,-1.0,i,i,i,i,i
CCn1c2ccccc2c2cc(NC(=O)COC(=O)c3cc(S(N)(=O)=O)c(Cl)cc3Cl)ccc21,-0.2,i,-2.3,i,i,17.4,i,i,i,i,i
CC(=O)Nc1ccc(S(=O)(=O)N2CCN(S(=O)(=O)c3ccc(NC(C)=O)cc3)CC2)cc1,-0.1,i,19.6,i,i,-5.6,i,i,i,i,i
CCOc1ccc(CNS(=O)(=O)c2cc(-c3cc(C)no3)ccc2OC)cc1OC,0.4,i,-10.3,i,i,-9.2,i,i,i,i,i
CC(=O)c1nn(-c2ccc(Cl)cc2)cc1C(=O)c1ccccc1,x,i,2.2,i,i,x,i,i,i,i,i
CC(C)c1nc(CNC(=O)CCc2nnc(-c3ccsc3)o2)cs1,49.4*,i,-5.0,i,i,0.5,i,i,i,i,i
CC(NS(=O)(=O)c1ccc2c(c1)CC(=O)N2C)c1ccccc1 (centres undefined),-0.8,i,-6.0,i,i,-15.9,i,i,i,i,i
CC(C)CCNC(=O)CNC(=S)N(CCCN1CCOCC1)Cc1cccs1,1.2,i,-1.2,i,i,-3.9,i,i,i,i,i
COc1cc(SC)ccc1C(=O)Nc1nc(C)cs1,-7.6,i,17.3,i,i,33.7,i,i,i,i,i
COc1ccc(CC(=O)N/N=C/C=C/c2cccc([N+](=O)[O-])c2)cc1OC,0.1,i,-2.6,i,i,4.7,i,i,i,i,i
Cc1cc(C)c(S(=O)(=O)N(C2=NCCS2)S(=O)(=O)c2c(C)cc(C)cc2C)c(C)c1,-0.1,i,12.1,i,i,0.1,i,i,i,i,i
c1ccc(-c2nc3ccccc3nc2-c2ccccn2)nc1,0.0,i,1.0,i,i,8.7,i,i,i,i,i
CC(C)c1nc2sc(C(=O)O)c(N)c2c2c1CCCC2,0.4,i,5.3,i,i,0.1,i,i,i,i,i
Cc1cc(=O)oc2cc(OCC(=O)N/N=C/c3ccccc3[N+](=O)[O-])ccc12,-0.2,i,8.2,i,i,-1.3,i,i,i,i,i
CCOC(=O)c1c(-c2cccs2)csc1NC(=O)CSc1ncn[nH]1,-0.1,i,-0.9,i,i,-15.0,i,i,x,i,i
CC(=O)NC1=NN(C(C)=O)C(C)(CCS(=O)(=O)c2ccc(Cl)c(Cl)c2)S1 (centres undefined),-1.9,i,-3.4,i,i,-12.4,i,i,i,i,i
Cc1ccc(-n2nnc3c(=O)n(CC(=O)NCc4ccco4)cnc32)cc1,0.1,i,-6.2,i,i,-0.7,i,i,i,i,i
# Following part
SMILES,HIF activator,MrgX1 PAM,SKKanGAS inh,MrgX1 ag,MrgX1 antag,Platelet DG rel,TRPC6 inh,RGS4 block,TRPC4 inh,RGS4 pot,TRPC6 activator
CC(C)c1ccc(C2NC(=O)NC3=C2CCc2ccccc23)cc1 (centres undefined),-0.1,i,11.4,i,i,-1.1,i,i,i,i,i
COc1ccc(NC(=O)Nc2nc3c(s2)CCCC3)cc1,2.5,i,-3.7,i,i,-27.5,i,i,i,i,i
O=c1oc2ccccc2c(Nc2ccccc2)c1CN1CCCCC1,0.6,i,-4.6,i,i,-0.7,i,i,-7*,i,i
CCN(CCO)c1nc(NCc2ccccc2)c2cnn(C)c2n1,0.3,i,5.8,i,i,-2.4,i,i,i,i,i
O=C/C(=C\Nc1ccc(S(=O)(=O)CCO)cc1)c1nc2cc(Cl)ccc2o1,-0.4,i,-12.0,i,i,-3.1,i,i,i,i,i
